M1 PAM: positive allosteric modulators of human M1 muscarinic receptor. P11229. CHO-K1 hM1, Fluo-8 calcium fluorescence, ACh EC20; 0% = ACh EC20, 100% = maximal ACh. activation, % at 3 µM. 0.088% of 360,000 active; in the data active = activation above about 19%, passing the limit was not always enough
CRFBP-R2 block: blocks CRF-induced signaling of the CRF-BP/CRF-R2 complex | AID 588475 | 0.59% of 350,000 active | HEK293 CRF-R2/CRF-BP, CRF-induced calcium fluorescence | inhibition, % at 11.8 µM;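 active = inhibition of the ligand-induced calcium signal above about 50% at the single tested concentration, limit read from the data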
M5 ag: CHRM5 agonism in calcium assay | AID 624037 | 0.19% of 360,000 active | activation, % at 3 µM | CHO-K1 hM5 cells, Fluo-8 calcium fluorescence; 0% DMSO wells, 100% maximal acetylcholine response;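 active = activation above the run's mean over test compounds plus 3 SD, cut at about 23% in these data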;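 note: signal is peak over basal fluorescence ratio across the kinetic read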
Target sequence (P08912 whole entry, looked up): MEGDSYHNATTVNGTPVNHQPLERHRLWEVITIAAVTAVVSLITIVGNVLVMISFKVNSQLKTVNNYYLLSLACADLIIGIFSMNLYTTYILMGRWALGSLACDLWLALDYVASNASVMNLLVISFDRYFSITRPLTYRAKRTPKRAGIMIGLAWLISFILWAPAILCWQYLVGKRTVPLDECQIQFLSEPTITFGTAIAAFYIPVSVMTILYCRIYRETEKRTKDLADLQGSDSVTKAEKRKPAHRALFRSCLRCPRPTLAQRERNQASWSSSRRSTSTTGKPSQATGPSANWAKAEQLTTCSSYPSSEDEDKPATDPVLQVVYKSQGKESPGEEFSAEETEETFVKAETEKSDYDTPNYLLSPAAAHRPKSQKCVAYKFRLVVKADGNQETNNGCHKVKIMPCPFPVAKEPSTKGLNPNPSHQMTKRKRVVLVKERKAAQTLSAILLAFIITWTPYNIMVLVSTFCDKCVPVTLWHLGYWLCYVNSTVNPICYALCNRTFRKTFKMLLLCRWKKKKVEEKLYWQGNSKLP
M5 antag: antagonists of human muscarinic M5 receptor (CHRM5) | P08912 | CHO-hM5 cells, Fluo-8 calcium fluorescence, ACh EC80 | inhibition, % at 3 µM | 0.59% of 360,000 active | AID 624040;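 active = inhibition above a per-plate cutoff, the mean of that plate's test compounds plus 3 SD, cut at about 27% in these data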;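 note: 0% = acetylcholine EC80 with DMSO and 100% = DMSO without agonist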
M4 PAM: potentiates acetylcholine response at human M4 receptor. P08173. activation, % at 3 µM. CHO-K1 hM4/Gqi5, Fluo-8 calcium fluorescence, ACh EC20; 0% = ACh EC20, 100% = maximal ACh. 0.4% of 360,000 active;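 active = activation above its plate's cutoff, the mean activation of sample wells plus 3 SD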; note: some results filed as inactive read as strong as hits
Target sequence (P08173 whole entry, looked up): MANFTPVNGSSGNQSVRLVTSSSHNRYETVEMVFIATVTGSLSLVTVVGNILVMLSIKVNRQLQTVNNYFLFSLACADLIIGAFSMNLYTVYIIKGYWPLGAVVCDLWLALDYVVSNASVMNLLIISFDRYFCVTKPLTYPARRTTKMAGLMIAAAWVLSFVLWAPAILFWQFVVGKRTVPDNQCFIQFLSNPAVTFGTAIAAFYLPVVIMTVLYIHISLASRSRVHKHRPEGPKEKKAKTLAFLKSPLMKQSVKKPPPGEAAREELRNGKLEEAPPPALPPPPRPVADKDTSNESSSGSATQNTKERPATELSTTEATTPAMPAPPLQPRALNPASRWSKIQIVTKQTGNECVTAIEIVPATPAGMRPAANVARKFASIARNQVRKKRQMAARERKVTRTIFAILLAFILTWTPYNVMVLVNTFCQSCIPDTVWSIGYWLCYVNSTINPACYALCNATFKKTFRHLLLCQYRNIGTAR
CHRM4 agonist: CHRM4 agonism in calcium assay; P08173; CHO-K1 hM4/Gqi5, Fluo-8 calcium fluorescence; vehicle 0%, full acetylcholine response 100%; activation, % at 3 µM; 0.14% of 360,000 active; AID 624127;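 active = activation above the run mean over all test wells plus 3 SD, cut at about 32% in these data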;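 note: peak over basal fluorescence ratio per well then scaled between controls; 0% = DMSO wells and 100% = acetylcholine at EC100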
M4 antag: CHRM4 antagonism in calcium assay; P08173; CHO-hM4 cells, ACh EC80, Fluo-8 calcium fluorescence; inhibition, % at 3 µM; 0.73% of 360,000 active;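 active = inhibition above its plate's cutoff, the mean inhibition of sample wells plus 3 SD, cut at about 27% in these data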;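 note: 0% = acetylcholine EC80 with DMSO and 100% = DMSO without agonist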
CRFBP-R2 agonist: agonists of human CRF-binding protein/CRF-R2 receptor complex. HEK293 CRF-R2/CRF-BP, calcium dye fluorescence (FLIPR); percent of saturating CRF peptide response. activation, % at 13.2 µM. 0.46% of 350,000 active;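 active = activation of at least 50%, plus an integration ratio under a set limit after plate pattern correction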;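 note: plate controls were neutral control wells without compound for no effect and CRF at EC100 for full effect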
M5 PAM: CHRM5 positive allosteric modulation. P08912. CHO-K1 hM5, Fluo-8 calcium, ACh EC20 PAM; 0% = ACh EC20, 100% = ACh EC100. activation, % at 3 µM. 0.3% of 360,000 active. AID 624038;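 active = activation above the run cutoff, the mean activation of all test compounds plus 3 SD, cut at about 18% in these data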
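Assay system: CHO-K1 hM5 cells. Also added: acetylcholine at EC20 concentration, added after compound. Dosing: 3 µM, single dose. Times: compound preincubation 140 s before EC20 acetylcholine addition. Signal: Fluo-8 calcium fluorescence. Measure: % activation relative to EC20 and EC100 ACh responses. Repeats: singlicate, one well per test compound.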
Starred values were filed as active, the others as inactive; . = no result given.

No.	SMILES	M1 PAM	CRFBP-R2 block	M5 ag	M5 antag	M4 PAM	CHRM4 agonist	M4 antag	CRFBP-R2 agonist	M5 PAM
1	CC1(C)CC(=O)c2c(O)cc(OCC(=O)N3CCN(c4ccccc4)CC3)cc2O1	-4	-1	3	-2	-2	9	-15	-1.4	-7
2	COC(=O)c1c(C)[nH]c(C)c1-c1ccccc1Cl	0	3	-10	2	-1	-1	0	-2.6	1
3	O=C1CC(NCC2CCCO2)C(=O)N1c1ccc(F)cc1 (stereo not given)	14	-5	-1	-3	12	1	-2	1.6	-1
4	CCOc1ccc(/C=C/C(=O)c2c(O)cc(C)oc2=O)cc1	2	-2	2	-4	0	2	2	2.3	2
5	O=C(CNC(=S)N(CCCN1CCOCC1)Cc1cccs1)N1CCCCCC1	9	8	-1	11	-8	0	-1	-0.2	8
6	CCOC(=O)C1CC(=NO)c2ccc(OC)c(OC)c2C1 (stereo not given)	4	-15	0	0	2	0	-10	-2.6	-1
7	CC(C)OC(=O)c1cccc(-c2ccc(C=O)o2)c1	-2	9	1	-4	3	8	3	-0.2	4
8	CN1C(=O)N(CC(=O)N2CCN(c3ccccc3F)CC2)C(=O)C12CCCCC2	-11	-1	3	12	-3	1	8	0.8	-1
9	Cc1ccc(S(=O)(=O)N(C(=O)c2ccncc2)c2ccc3oc4c(c3c2)CCCC4)cc1[N+](=O)[O-]	-5	2	-2	-5	3	0	2	2.7	2
10	O=C(CSc1nc2nn(-c3ccccc3)c(=O)c-2c2n1CCCCC2)c1ccc(OC(F)F)cc1	-14	30	4	2	-2	2	-7	-1.1	2
11	c1cncc(-c2nc3ccccn3c2Nc2ccc3c(c2)OCCO3)c1	10	22	2	8	-3	6	-12	-1.0	-10
12	Cc1cc(Cl)nc(NC(=O)Nc2cccc(Cl)c2)n1	-3	2	-2	16	-5	0	5	0.1	-4
13	CCSc1nc(-c2ccccc2)c2cc(Cl)ccc2n1	-6	2	2	1	2	1	-6	17	1
14	Cc1c(C)c(C)c(CN2CCCC2)c(C)c1C	-2	5	6	9	-7	1	6	16	-9
15	Cc1ccc(Cl)cc1N1CCN(C(=S)NCCc2ccccc2)CC1	-7	15	-2	-2	-19	0	-1	0.4	-10
16	Cn1c(=O)c2c(SCC(=O)N3CCOCC3)nc(-c3ccccc3F)nc2n(C)c1=O	5	3	1	8	-6	1	11	-2.5	0
17	CCc1ccc(N(CC(=O)NC(C)C)C(=O)CCC(=O)Nc2nccs2)cc1	5	7	-3	8	-4	1	2	0.0	-3
18	O=C(O)[C@H]1Cc2ccccc2CN1S(=O)(=O)c1ccc(F)cc1	7	-4	2	0	-4	0	7	-1.6	3
19	Cc1ccc(Cl)cc1-n1c(=O)cc(N2CCN(C(=O)c3ccco3)CC2)[nH]c1=O	8	23	0	-1	5	2	13	-0.9	4
20	Cc1cc(Br)ccc1OCC(=O)N(Cc1nc(-c2ccccc2)no1)C(C)C	-14	10	-1	8	-5	3	13	4.7	-9
21	CCOC(=O)Cn1c(C)cc(=O)c2cccc(C)c21	2	7	-4	-2	-2	0	-4	-0.6	-3
22	O=C(OCCN1C(=O)c2ccccc2C1=O)C1CC(O)CN1S(=O)(=O)c1ccc(Cl)cc1 (stereo not given)	1	-4	4	-5	5	4	-4	-0.2	-2
23	CCOC(=O)CN1N=C(c2ccc(C)cc2)CCC1=O	-1	3	-4	9	-3	0	5	-0.6	-2
24	Cn1ncc(Cl)c1C(=O)Nc1ccc(CN2CCCCC2)cc1	-12	10	-6	24	-5	1	0	1.4	-7
25	CN1C(=O)C2(c3ccccc31)c1c(oc3ccccc3c1=O)C(=O)N2CCCO (stereo not given)	2	-12	0	7	-7	0	5	-1.8	-5
26	Cc1cc([N+](=O)[O-])cc2c1NC(c1ccccn1)C1CC=CC21 (stereo not given)	3	14	4	8	-1	1	4	-0.9	-1
27	Cc1cccc(NC(=O)c2sc3nc(N4CCOCC4)c4c(c3c2N)CCCC4)c1	2	-12	-4	-8	-1	3	1	-1.1	5
28	CCOc1ccc(NC(=O)CCC(=O)NNC(=O)c2ccc(Br)o2)cc1	8	-24	0	9	-4	1	-4	0.9	10
29	O=C1NC[C@@H](Cc2cccc3ccccc23)N(CCc2cccc(F)c2)C1=O	.	.	2	5	19	1	9	.	-7
30	COc1cc(COc2ccc(-c3nnco3)cc2)ccc1OC(F)F	2	8	-4	-3	0	2	-30	-1.7	-3
31	O=C(NNC(=O)c1nn(-c2ccc(F)cc2)ccc1=O)c1ccc(C(F)(F)F)cc1	17	-4	0	14	-3	1	-15	0.0	1
32	CCCc1cc(C(=O)Nc2sc3c(c2C(=O)OCC)CCCC3)no1	-5	-4	-2	4	-9	0	5	5.8	-16
33	CCOc1ccc(C(=O)OCC(=O)N2CC(C)OC(C)C2)cc1OCC (stereo not given)	11	10	-1	1	-3	0	1	-0.5	4
34	COc1ccc(CN2CC[C@H]3C=CC[C@@H](C(=O)NCCc4ccccc4)[C@H]3C2=O)cc1OC	-4	0	-2	15	0	7	-8	-1.7	-2
35	O=C(Cc1ccccc1)Nc1c2c(nn1-c1cccc(Cl)c1)CS(=O)(=O)C2	-2	9	-5	1	-4	1	-3	-0.5	0
36	O=C(O)c1ccccc1-c1ccccc1C(=O)Nc1ccc(F)cc1	17	-2	-5	2	9	1	-1	1.6	-3
37	O=C(CSc1nnc(Cc2cc(=O)[nH]c(=O)[nH]2)n1-c1ccc(F)cc1)NC1CCCC1	2	-7	1	3	-2	1	-7	3.3	-2
38	Cc1ccc(OCC(=O)NCCc2c[nH]c3ccccc23)cc1	4	4	-1	-1	-6	4	3	-0.2	-4
39	COC(=O)CCCn1c(C)cc(C(=O)CCl)c1C	9	21	1	17	4	2	-8	1.2	-1
40	CC1(C)Cc2c(sc3ncnc(N)c23)CO1	8	-4	0	0	-3	0	10	1.1	5
41	CCC(C)(C)NC(=O)CN(C(=O)C(=O)Nc1ccc2c(c1)OCCO2)C1CC1	4	2	-2	10	0	1	7	0.1	-3
42	Cc1cc(C)c2c(-c3ccc(F)cc3)c(C#N)c(=O)n(C)c2n1	12	9	-1	-1	0	1	6	-1.0	9
43	O=C(NN1C(=O)NC2(CCCCC2)C1=O)c1cc2ccccc2o1	3	-1	4	6	-2	1	1	-1.1	-3
44	CC1CCC(NC(=O)CN2CCCN(Cc3ccc(F)cc3Cl)C2=O)CC1 (stereo not given)	0	-7	-1	0	-9	3	1	-1.6	-3
45	COc1ccc(-c2cn[nH]c2-c2ccc(OC)cc2)cc1	1	-17	-6	1	-3	1	-20	-2.1	-6
46	O=C(Nc1ccc(Cl)c(C(F)(F)F)c1)c1ccco1	0	7	-3	7	4	-1	-3	-1.5	-6
47	Cc1ccc(Nc2nnc(SCC(=O)NC3CC3)s2)cc1	19	-9	-1	1	13	2	-5	1.5	5
48	COc1cc(C(O)c2nc(-c3ccc(C)c(C)c3)cs2)ccc1F (stereo not given)	-4	.	1	4	-1	3	-4	.	-3
49	O=[N+]([O-])c1c(C(Cl)Cl)nn(-c2ccccc2)c1N1CCCC1	-3	-1	-1	-3	1	-2	1	-0.3	-1
50	COc1ccccc1C(=O)NCC(C)(C)CN=C1NS(=O)(=O)c2ccccc21	-4	-11	3	7	-9	13	1	-0.8	-7

Remaining list, next part.
No.	SMILES	M1 PAM	CRFBP-R2 block	M5 ag	M5 antag	M4 PAM	CHRM4 agonist	M4 antag	CRFBP-R2 agonist	M5 PAM
51	CC1CN(C(=O)/C=C/c2ccc3c(c2)OCO3)CC(C)O1 (stereo not given)	11	7	0	14	15	1	9	3.7	-2
52	Cc1ccc(-n2c(C)cc(C(=O)COc3c(CO)cc(F)cc3CO)c2C)cc1C	2	-3	0	5	-31	18	13	-0.7	-11
53	CCn1c(CCNC(=O)c2cccs2)nnc1SCC(=O)c1ccc(OC)cc1	6	21	0	0	5	0	-4	0.5	-4
54	Cc1c(C=O)c2ccccn2c1C(=O)c1ccc(Cl)c([N+](=O)[O-])c1	5	3	0	11	9	1	-2	-0.2	-2
55	Cn1c(-c2ccccc2)c[n+]2c1-c1ccccc1C2	2	-2	-7	5	-10	0	6	0.8	-6
56	Cc1[nH]c2ccccc2c1[C@H]1[C@@H](CC#N)C1(C)C	-7	-9	-15	-5	10	0	-9	0.2	-8
57	Cc1cc(C)c(C)c(OCC(O)CN2CCN(c3ccccn3)CC2)c1 (stereo not given)	2	-21	-6	-4	-4	5	0	0.7	-2
58	Cc1ccc2[nH]c(C(=O)O)c(NC(=O)[C@@H]3C[C@@H]3c3ccccc3)c2c1	0	-2	4	-3	-6	0	-12	-1.2	0
59	COc1ccccc1/C=N/NC(=O)CNC(=O)c1ccc(S(=O)(=O)N2CCCC2)cc1	8	0	1	-5	-11	2	9	0.5	1
60	Cc1cc(/C=N/n2cnnc2)c(C)n1-c1ccc(OCc2ccc(F)cc2)cc1	-22	-10	0	22	-12	10	22	-0.3	-20

By substructure, those above containing an aryl methoxy group
No.	SMILES	M1 PAM	CRFBP-R2 block	M5 ag	M5 antag	M4 PAM	CHRM4 agonist	M4 antag	CRFBP-R2 agonist	M5 PAM
6	CCOC(=O)C1CC(=NO)c2ccc(OC)c(OC)c2C1 (stereo not given)	4	-15	0	0	2	0	-10	-2.6	-1
30	COc1cc(COc2ccc(-c3nnco3)cc2)ccc1OC(F)F	2	8	-4	-3	0	2	-30	-1.7	-3
34	COc1ccc(CN2CC[C@H]3C=CC[C@@H](C(=O)NCCc4ccccc4)[C@H]3C2=O)cc1OC	-4	0	-2	15	0	7	-8	-1.7	-2
45	COc1ccc(-c2cn[nH]c2-c2ccc(OC)cc2)cc1	1	-17	-6	1	-3	1	-20	-2.1	-6
48	COc1cc(C(O)c2nc(-c3ccc(C)c(C)c3)cs2)ccc1F (stereo not given)	-4	.	1	4	-1	3	-4	.	-3
50	COc1ccccc1C(=O)NCC(C)(C)CN=C1NS(=O)(=O)c2ccccc21	-4	-11	3	7	-9	13	1	-0.8	-7
53	CCn1c(CCNC(=O)c2cccs2)nnc1SCC(=O)c1ccc(OC)cc1	6	21	0	0	5	0	-4	0.5	-4
59	COc1ccccc1/C=N/NC(=O)CNC(=O)c1ccc(S(=O)(=O)N2CCCC2)cc1	8	0	1	-5	-11	2	9	0.5	1
